Screens (PubChem BioAssay)
HP1b chromo inh = blocks HP1-beta chromodomain binding to methylated histone tails. AlphaScreen HP1-beta / biotin-H3K9me3 peptide binding. Potency, µM (titrated, usually from 114 µM), inactives show at the top dose activity change, negative = inhibition, most hits filed as inhibitors. hit rate 0.56% among 390,000; note: potency is the fitted concentration of half-maximal effect; nearly all actives have a fitted effect of over 70% in size; inactives centre near 23
Target sequence (P83916 whole entry, looked up): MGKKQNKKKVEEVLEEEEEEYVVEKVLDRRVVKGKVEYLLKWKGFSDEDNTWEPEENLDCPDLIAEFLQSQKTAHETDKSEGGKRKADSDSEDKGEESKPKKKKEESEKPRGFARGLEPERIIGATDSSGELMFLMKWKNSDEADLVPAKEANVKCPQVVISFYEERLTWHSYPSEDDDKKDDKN
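Compound inhibition of the preformed complex between 50 nM HP1-beta and 50 nM biotinylated H3K9me3 peptide was read by AlphaScreen. Buffer was PBS pH 7.4 with 0.01% Tween-20. Incubations ran 30 min at room temperature, with 10 ug/mL donor/acceptor beads.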
G9a block = blocks human histone lysine methyltransferase G9a | Q96KQ7 | AID 504332 | Potency, µM (titrated, usually from 102 µM), for inactives: at the top dose activity, negative = inhibition, actives largely listed as inhibitors | hit rate 8.8% among 350,000 | G9a H3K9 monomethylation, AlphaScreen, 2 h; note: potency is the fitted concentration of half-maximal effect; % is set by controls: 0 for no effect and ±100 for the full control effect; nearly all actives have a fitted effect of over 75% in size
Target sequence (Q96KQ7 913-1193 limits assumed): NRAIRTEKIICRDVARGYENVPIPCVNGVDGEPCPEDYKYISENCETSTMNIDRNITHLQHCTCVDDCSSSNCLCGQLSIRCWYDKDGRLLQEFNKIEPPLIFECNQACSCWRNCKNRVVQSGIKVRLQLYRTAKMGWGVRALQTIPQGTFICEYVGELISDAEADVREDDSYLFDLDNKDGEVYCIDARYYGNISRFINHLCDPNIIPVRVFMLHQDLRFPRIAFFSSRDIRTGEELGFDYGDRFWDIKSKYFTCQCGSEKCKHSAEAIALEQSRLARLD
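Chemiluminescent proximity detection of H3K9 monomethylation, read after 10 min bead incubation in the dark. Reaction: 20 nM G9a, 500 nM biotin-H3K9 peptide, 20 uM SAM cofactor, 2 h, room temperature, following 15 min enzyme-compound preincubation.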
Pin1 inhibitor = human Pin1 inhibition; Q13526; Pin1 FP peptide displacement, HiFluor488, 10 min; Potency, µM (highest dose often 115 µM), inactives show at the highest dose activity, negative = inhibition, most hits filed as inhibitors; hit rate 0.009% among 390,000; AID 504891; active = well fitted inhibition curve with a large enough effect in the polarisation, with a control signal flat, not every such curve was filed as active; inconclusive = small, poorly fitted or top-dose-only effect, or effect the other way, or a change in a side signal; inactive = no such curve, though single readings can be large or run the other way; the % refers to the polarisation; note: potency is the fitted concentration of half-maximal effect; % is set by controls: 0 for no effect and ±100 for the full control effect
BAZ2B inh = BAZ2B (human) inhibition; Q9UIF8; AlphaScreen BAZ2B-H3K14Ac peptide displacement; Potency, µM (highest dose often 114 µM), for inactives: at the top dose activity change, negative = inhibition, usual class: inhibitors; hit rate 4.4% among 360,000; note: potency is the fitted concentration of half-maximal effect; % is set by controls: 0 for no effect and ±100 for the full control effect; nearly all actives have a fitted effect of over 60% in size
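AlphaScreen displacement: compounds (up to 110uM) incubated 30 min at room temperature with a preformed 50 nM BAZ2B/50 nM biotinylated H3K14Ac peptide complex in PBS pH 7.4 with Tween-20. Donor and acceptor beads at 10 ug/mL final added, 20 min light-protected before reading.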
PGK inhibitor = inhibitors of T. brucei phosphoglycerate kinase; hit rate 0.043% among 380,000; AID 602233; P07378; Potency, µM (highest dose often 57.5 µM), for the others: top-dose activity change, negative = inhibition, actives largely listed as inhibitors; PGK/GAPDH coupled, Kinase-Glo luminescence, 60 min; note: potency is the fitted concentration of half-maximal effect; % is set by controls: 0 for no effect and ±100 for the full control effect; nearly all actives have a fitted effect of over 60% in size
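Recombinant glycosomal PGK reaction used 1,3-bisphosphoglycerate generated in-well by GAPDH (100nM final) in 100mM TEA pH 7.6, 5mM MgCl2, 0.01% Tween-20. After 60 minutes at room temperature, ATP was read by Kinase-Glo Plus luminescence end-point.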
ERG-DNA inh = ERG Ets/DNA interaction inhibition; hit rate 0.028% among 370,000; AID 624246; P11308; Potency, µM (highest dose often 76.9 µM), for the others: top-dose FP activity, negative = inhibition, hits mostly inhibitors; fluorescence polarization, His-ERG Ets domain / labelled DNA; active = well fitted inhibition curve with a large enough effect in the polarisation, with a control signal flat; inconclusive = small, poorly fitted or top-dose-only effect, or effect the other way, or a change in a side signal; inactive = no such curve, though single readings can be large or run the other way; the % refers to the polarisation;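 note: polarization taken with two DNA probes labelled with fluorescein and Texas red; potency is the fitted concentration of half-maximal effect; % of control where 0% means no effect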
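His-tagged ERG Ets domain (1 uM in the protein solution; 300mM KCl, 50mM Tris-HCl, 1mM EDTA, 1mM DTT, pH 7.5) received compound, then a probe mix of 5 nM fluorescein-DNA and 100nM Texas-615-DNA. Fluorescence polarization was read for both dyes.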
PI4K2A inh = blocks human PI4K2A kinase activity; Q9BTU6; purified PI4K2A, ADP-Glo luminescence, 1 h; active compounds read low; activity change, negative = inhibition, % at 76.9 µM; hit rate 0.13% among 420,000; AID 1346378; in the data active = activity change below about -50%; inconclusive = mostly about -30% to -49%;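 note: -100% = wells without enzyme as full effect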
Target sequence (Q9BTU6 whole entry, looked up): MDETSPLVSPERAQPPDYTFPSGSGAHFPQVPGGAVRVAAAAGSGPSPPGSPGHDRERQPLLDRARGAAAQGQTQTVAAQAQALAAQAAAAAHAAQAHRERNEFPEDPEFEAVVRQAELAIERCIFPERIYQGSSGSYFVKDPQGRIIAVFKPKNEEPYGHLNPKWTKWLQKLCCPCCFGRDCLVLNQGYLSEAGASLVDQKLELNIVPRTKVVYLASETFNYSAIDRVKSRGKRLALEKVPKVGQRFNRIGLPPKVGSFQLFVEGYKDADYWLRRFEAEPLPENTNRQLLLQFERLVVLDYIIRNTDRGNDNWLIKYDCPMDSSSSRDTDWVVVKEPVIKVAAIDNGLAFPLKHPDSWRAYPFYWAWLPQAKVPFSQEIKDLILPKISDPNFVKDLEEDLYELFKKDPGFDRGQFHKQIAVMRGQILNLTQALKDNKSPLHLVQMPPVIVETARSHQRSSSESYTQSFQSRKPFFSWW
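In this quantitative HTS, ADP production by PI4K2A was quantified luminescently after 1 h at ambient temperature; 100 microM adenosine served as plate-quality control.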
JMJD2A Tudor = JMJD2A Tudor domain (human) inhibition | AlphaScreen JMJD2A-Tudor / H3K4me3 peptide binding | Potency, µM (titrated, usually from 114 µM), without a hit: at the top dose activity change, negative = inhibition, most hits filed as inhibitors | hit rate 4.4% among 390,000 | O75164; note: potency is the fitted concentration of half-maximal effect; % is set by controls: 0 for no effect and ±100 for the full control effect; nearly all actives have a fitted effect of over 50% in size
GLS inhibitor = glutaminase GLS (human) inhibition. O94925. GLS enzymatic activity, qHTS titration. Potency, µM (series often up to 45.5 µM), without a hit: at the top dose activity change, negative = inhibition, hits mostly inhibitors. hit rate 0.21% among 410,000. AID 624170; note: potency is the fitted concentration of half-maximal effect; % is set by controls: 0 for no effect and ±100 for the full control effect
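Human kidney-isoform GLS in 45 mM KH2PO4 pH 8.2, 0.02% Tween-20, with compound, started with 1mM L-Glutamine (added stock). Glutamate oxidase/HRP/Amplex red coupled fluorescence read at start and after 30 min at RT.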
* marks the source's active call; other numbers are inactive results; i = inactive; ? = inconclusive; · = no result given; & = joins results of further samples; [ ] = another dose, or the depositor's remark. Unless noted, calls come from the whole dose curve; as a rule, active = well fitted curve in the direction sought with a large enough effect; inconclusive = small, poorly fitted or top-dose-only effect, or another doubt; inactive = no such curve, though single readings can be large; an effect the other way counts as inactive or inconclusive.

SMILES	HP1b chromo inh	G9a block	Pin1 inhibitor	BAZ2B inh	PGK inhibitor	ERG-DNA inh	PI4K2A inh	JMJD2A Tudor	GLS inhibitor
Cc1ccc(OCCN2CCN(C(=O)CCC(=O)Nc3nnc(C)s3)CC2)cc1	75%[activator]	-7%[59 µM]	-11%	8%	-8%	-18%	0	-9%	-12%
COc1cc(/C=C/C(=O)OCC(=O)N2CCOCC2)ccc1OCC#N	2%	2%	-2%	-2%	i	17%	0	50µM*	-8%
Cc1ccc(C)c(NC(=O)C2CC(Cl)=CCC2C(=O)O)c1 (centres undefined)	18%	8%[12.7 µM]	0%	-5%	-1%	0%	-2	-5%	-2%
CC1(C)NC(=O)N(CC(=O)Nc2ccc(-n3cnnn3)cc2)C1=O	2%	·	-11%	·	-7%	0%	4	0%	6%
CCCCCCN(C(=O)CCCN1C(=O)NC(c2ccc(-c3ccccc3)cc2)C(C(=O)OCc2ccccc2)=C1C)C(C)C(=O)NCCCC (centres undefined)	11%	·	9%	·	-1%	-9%	0	-32%	12%
CC(C)CC(=O)N1CCN(S(C)(=O)=O)CC1	12%	12%[59 µM]	2%	0%	-4%	-4%	3	1%	13%
CC(C)CNC(=O)COC(=O)/C=C/c1ccco1	17%	20%[59 µM]	-7%	?	-28%	-6%	-4	-6%	-7%
O=C(NCc1cccnc1)c1cccc(OC2CCN(Cc3ccc(CO)o3)CC2)c1	17%	·	-1%	-5%	-4%	-12%	2	-17%	7%
Cc1ccc(S(=O)(=O)NCCNS(=O)(=O)c2ccc(C)cc2)cc1	14%	-17%	0%	-18%	-8%	6%	7	-8%	-1%
O=C(C1=NNCC1c1ccccc1)C1OC1c1ccccc1 (centres undefined)	3%	-25%	-3%	-24%	i	-9%	1	?	4%
CCN(CC)C(=O)C(Oc1ccc(S(=O)(=O)N2CCCC2)cc1[N+](=O)[O-])c1ccccc1 (centres undefined)	11%	10%	?	-23%	-1%	8%	13	-13%	9%
Cc1c(Cl)c([N+](=O)[O-])nn1CCCC(=O)O	15%	?	-19%	1%	-8%	13%	1	-11%	-3%
C=CCOc1cccc(C2/C(=C(/O)c3ccc(Cl)cc3)C(=O)C(=O)N2CCN2CCOCC2)c1 (centres undefined)	?	18µM*	-5%	-7%	i	3%	6	-24%[57.1 µM]	12%
CSc1ccc(/C=N/Nc2cccc(C(=O)O)c2)cc1	10µM*	4µM*	19µM*	8.9µM*	?	-4%	-7	4µM*	27%
CCC(C(=O)Nc1ccc(C(=O)OC)cc1)n1c(=O)c(-c2ccccc2NC(C)=O)nc2ccccc21 (centres undefined)	1%	?	5%	?	0%	-3%	1	-28%	7%
COc1ccc(NC2CCCN(C(=O)c3ccc4nccnc4c3)C2)cc1OC (centres undefined)	16%	?	2%	-21%	i	0%	1	1%	-4%
COc1ccc(OCC(=O)Nc2nnc(S(=O)(=O)N3CCCCCC3)s2)cc1	43%&8%[activator]	-21%[59 µM]	32%&-11%[activator]	-8%&-17%	-4%	-15%&-2%	-2&3	-10%&-20%	0%&5%
CN(CC(=O)Nc1ccc(Cl)c(Cl)c1)CC(=O)Nc1ccc2c(c1)OCO2	5%	-8%[2.33 µM]	-1%	?	6%	0%	0	-29%	-4%
C=CCc1cc(OC)ccc1OCC(O)CN1CCN(c2ccc(OC)cc2)CC1 (centres undefined)	-42%	28µM*	3%&-3%	35µM*	3%	-3%&5%	-3&0	45µM*	33%&-13%[activator]
C=CCC1(Cl)C(=O)C(Cl)=C(N2CCOCC2)C1(OC)OC (centres undefined)	1%	?	-8%	-12%	-2%	0%	1	-8%	3%
CCNS(=O)(=O)c1ccc(CCC(=O)Nc2ccc3c(c2)OCCO3)cc1	29%	·	0%	-2%	7%	-2%	-1	3%	-1%
O=c1[nH]nc(CNc2ccc(Cl)cc2Cl)c2ccccc12	31%	20%	6%	4%	-7%	-6%	1	4%	-4%
CCOc1ccc(S(=O)(=O)NCCC(=O)N2CC(C)OC(C)C2)cc1 (centres undefined)	17%	3%	-8%	7%	1%	1%	1	10%	9%
Cc1ccc(Nc2nc(C)nc3c2oc2ccccc23)cc1	49%[activator]	8%	6%	-1%	i	6%	1	7%	-13%
CCOc1ccc(CCN2C(=S)N([C@@H](CC(C)C)CN3CCCC3CN3C(=S)NC[C@@H]3CC(C)C)C[C@@H]2CC(C)C)cc1 (some centres undefined)	?	·	0%	·	1%	-1%	-1	?	6%
SMILES	HP1b chromo inh	G9a block	Pin1 inhibitor	BAZ2B inh	PGK inhibitor	ERG-DNA inh	PI4K2A inh	JMJD2A Tudor	GLS inhibitor
Nc1nc(SCC(=O)Nc2cccc(S(=O)(=O)N3CCCCCC3)c2)n[nH]1	28%	?	0%	?	-6%	4%	0	-2%	-15%
COc1ccccc1CNC(=O)C1CC(c2c(Cl)cccc2Cl)=NO1 (centres undefined)	65%[activator]	-5%[59 µM]	3%	11%	5%	7%	-4	-16%	-2%
CCN(CC(=O)NCc1cccs1)C(=O)CCOc1ccccc1	26%	·	3%	·	-9%	8%	0	-5%	-4%
Cn1c(CC(=O)Nc2ccccc2Cl)nnc1SCC(=O)NC1=NCCS1	15%	-11%	4%	?	i	-21%	-3	4%	3%
COc1ccccc1-c1nnc(NC(=O)OCC(C)C)s1	12%	-3%	6%	-15%	-3%	-1%	3	-15%	3%
O=C1COc2ccc(C(=O)COC(=O)CCc3ccc(S(=O)(=O)N4CCOCC4)cc3)cc2N1	18%	-35%[59 µM]	?	7%	4%	0%	-2	-3%	-1%
COC(=O)c1cc(NCc2c(F)cccc2Cl)ccc1N1CCOCC1	23%	-2%[2.33 µM]	-7%	-34%	-4%	3%	-9	-22%	37%[activator]
CC1CCN(Cc2c(O)ccc3c(=O)c(-c4ccc(Cl)cc4)c(C(F)(F)F)oc23)CC1	31%	8%[59 µM]	-12%	2%	i	-8%	-4	-16%	2%
Cc1cc(C(=O)NN=Cc2ccc(-c3ccc(F)cc3)o2)c(C)o1	23%	·	3%	·	2%	2%	0	-14%	-2%
COc1ccc(-c2nnc(CSc3ncnc4sc5c(c34)CCC5)o2)cc1OC	18%	-18%[12.7 µM]	?	?	i	·	-2	-6%	-1%
CCOC(=O)C1(Cc2ccccc2Cl)CCN(S(=O)(=O)N(C)C)CC1	14%	67%[activator]	0%	4%	i	?	0	11%[57.1 µM]	4%
COc1ccc(Nc2cc(C)nc3ncnn23)c(OC)c1	30%	?	?	4%	-8%	0%	-3	-11%	25%
O=C(COc1ccc(S(=O)(=O)N2CCOCC2)cc1Cl)N1CCCC1	55%[activator]	-6%	9%	-17%	-1%	-4%	-3	11%	5%
Cc1ccc(S(=O)(=O)NCCC(=O)NNC(=O)C2COc3ccccc3O2)cc1 (centres undefined)	30%	4%[59 µM]	4%	-7%	9%	-4%	-3	-16%	16%
CN1CCc2cccc3c2[C@H]1Cc1ccc(O)c(O)c1-3	14µM*	1.4µM*	?	?	-2%&-8%&9%	-6%&4%&8%	-2&-4&-7&-12	8.9µM*	?
CCN(CCCNC(=O)c1[nH]c(C)c(C(C)=O)c1C)c1cccc(C)c1	?	?	4%	50µM*	i	1%	0	79µM*	41%[activator]
O=C(Oc1ccc(OC(=O)c2ccncc2)cc1)c1ccncc1	17%	·	-3%	·	-3%	-11%	2	-12%	0%
COc1ccccc1CN1CC(C(=O)N2CCCCO2)CCC1=O (centres undefined)	22%	53%[activator]	-2%	2%	-6%	-11%	1	7%	-15%
Cc1ccc(-c2cn(C[C@H]3CC[C@@H]([C@@H]4CC[C@H](Cn5cc(-c6ccc(C)cc6)nn5)O4)O3)nn2)cc1	41%[activator]	·	-12%	39%[activator]	-5%	3%	-1	-16%	-1%
O=C(N/N=C/c1ccccc1O)C1CC(=O)N(c2ccc(Cl)cc2)C1 (centres undefined)	49%[activator]	·	-5%	18%	-3%	-6%	3	-23%	22%
COc1ccccc1NC(=O)Cn1cnc2ccc(S(=O)(=O)N3CCC(C)CC3)cc2c1=O	26%	0%[59 µM]	79%[activator]	-23%	i	-7%	-2	-20%	-10%
CCN(CC)C(=O)Cn1cc(C(=O)C(=O)N2CCN(c3ccc([N+](=O)[O-])cc3)CC2)c2ccccc21	-1%	17%	9%	-23%	-6%	12%	3	-17%	-4%
CCC(C)NC(=O)C1CCN(S(=O)(=O)c2ccc(-n3cnnn3)cc2)CC1 (centres undefined)	4%	14%	-13%	2%	1%	-7%	2	-10%	10%
CCCC(=O)Nc1cc(S(=O)(=O)N2CCOCC2)ccc1N1CCCCC1	-17%	·	-3%	·	i	12%	-12	-12%	42%[activator]
Cc1nc(C(=O)Nc2ccc(F)cc2)nn1-c1ccc([N+](=O)[O-])cc1	5%	21%[59 µM]	-6%	9%	-9%	-13%	1	-19%	-1%

Just HP1b chromo inh, ERG-DNA inh and G9a block, for two of the compounds above:
SMILES,HP1b chromo inh,ERG-DNA inh,G9a block
COc1ccc(-c2nnc(CSc3ncnc4sc5c(c34)CCC5)o2)cc1OC,18%,·,-18%[12.7 µM]
O=C(COc1ccc(S(=O)(=O)N2CCOCC2)cc1Cl)N1CCCC1,55%[activator],-4%,-6%

Hits appear at their usual frequency; any-hit rate near 11%.
